Screens: PubChem BioAssay, Broad Institute
RAD54 inh: blocks human RAD54 Holliday junction branch migration; inhibition, % at 10.4 µM; FAM/BHQ fluorescence; actives 0.14% (n = 360,000);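 active means mean normalized replicate activity at least 40 and at least half of replicates scoring 40 or more; inconclusive means only one of the two criteria met; inactive means mean below 40 and under half of replicates reaching 40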;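 further: 0% = median of neutral control wells and 100% = median of positive control wells; inhibitors cause a drop in the FAM fluorescence signal; in these data hits start at about 50%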
Target sequence (Q92698 whole entry, looked up): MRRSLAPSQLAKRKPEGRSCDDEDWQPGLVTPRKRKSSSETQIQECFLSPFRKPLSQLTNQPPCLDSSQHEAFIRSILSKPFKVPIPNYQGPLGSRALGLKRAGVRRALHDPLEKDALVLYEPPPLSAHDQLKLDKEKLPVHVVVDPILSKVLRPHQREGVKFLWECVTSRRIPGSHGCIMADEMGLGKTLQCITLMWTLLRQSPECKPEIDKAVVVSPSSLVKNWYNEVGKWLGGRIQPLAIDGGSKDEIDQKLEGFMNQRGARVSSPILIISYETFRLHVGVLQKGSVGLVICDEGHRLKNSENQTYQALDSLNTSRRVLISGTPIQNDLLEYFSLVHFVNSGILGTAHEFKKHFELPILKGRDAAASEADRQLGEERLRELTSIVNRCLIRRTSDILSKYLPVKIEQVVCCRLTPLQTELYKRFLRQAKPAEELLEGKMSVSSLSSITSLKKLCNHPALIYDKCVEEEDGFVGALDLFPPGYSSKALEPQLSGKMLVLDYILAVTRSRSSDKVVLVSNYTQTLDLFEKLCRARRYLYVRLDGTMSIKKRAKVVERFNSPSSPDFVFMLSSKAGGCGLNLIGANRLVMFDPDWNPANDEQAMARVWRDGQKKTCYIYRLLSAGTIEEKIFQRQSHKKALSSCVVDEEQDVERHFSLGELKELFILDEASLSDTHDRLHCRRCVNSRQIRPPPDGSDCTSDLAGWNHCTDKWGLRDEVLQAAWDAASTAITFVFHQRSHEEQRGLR
XiGFP reactiv: X-chromosome reactivation activator; XiGFP mouse fibroblasts, % GFP-positive cells imaging, 3 d; cells co-treated with 5-aza-dC sensitizer; scaled so ellipticine positive control = 100%; activation, % at 7.58 µM; actives 0.055% (n = 360,000);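 active means mean normalized replicate activation at least 10% and every replicate at or above 10%; inconclusive means only one of the two criteria met; inactive means mean below 10% and not all replicates reach 10%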;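 further: 0% = median of on-plate neutral control wells and 100% = ellipticine 6 µM median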
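Assay system – SV40-immortalized XiGFP fibroblast cells, line 68-5-11 · Buffer or medium – DMEM supplemented with 5-aza-dC as sensitizing agent · Dosing – one concentration, pinned · Benchmarks – positive control ellipticine, 6 µM final · Times – 3 days compound exposure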
INS-1E GSIS act: primary screen for activators of insulin secretion dependent on glucose, INS-1E cells, GLuc reporter luminescence; INS-1E GLuc reporter insulin secretion, 2-3 h; activation, % at 16.6 µM; actives 0.61% (n = 370,000);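 active means lowest replicate activation of at least 40%, so every replicate reaches that level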;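 further: 0% = median of neutral control wells and 100% = median of IBMX positive control wells; some compounds called inactive have numbers as strong as hits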
CASP6 VEID inh: blocks human caspase-6 cleavage activity | actives 0.53% (n = 350,000) | inhibition, % at 12.5 µM | purified caspase-6, Z-VEID-R110 cleavage fluorescence | P55212;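 active means mean inhibition across replicates at least about 35%, with every replicate also reaching that limit, limit read from the data; inconclusive means only one of the two criteria met; inactive means neither criterion met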;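 further: 0% = median of neutral control wells and 100% = no fluorescence left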
Target sequence (P55212 24-179 limits assumed): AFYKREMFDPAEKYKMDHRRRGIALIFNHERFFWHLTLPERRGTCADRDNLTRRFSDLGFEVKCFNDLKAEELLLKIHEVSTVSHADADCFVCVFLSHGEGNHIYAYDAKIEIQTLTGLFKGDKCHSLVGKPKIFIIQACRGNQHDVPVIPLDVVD
Target sequence (P55212 194-293 limits assumed): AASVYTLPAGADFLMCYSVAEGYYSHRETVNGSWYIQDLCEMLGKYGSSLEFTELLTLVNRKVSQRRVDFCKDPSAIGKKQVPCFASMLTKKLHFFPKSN
E-sel inducer: E-selectin induction on HUVECs. actives 0.37% (n = 260,000). activation, % at 7.58 µM. HUVEC E-selectin immunofluorescence imaging; normalized: neutral wells 0, TNF-alpha wells 100;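 active means mean E-selectin-positive cell signal at least 10% of the positive control, reached in at least 60% of replicates, without over 20% cell loss; inconclusive means no rule given, readout overlaps actives, possibly toxicity-flagged; inactive means the rest, including those meeting only one limit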;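 further: in these data hits start at about 27%; measured in HUVEC primary endothelial cells; signal is the percent of cells scored E-selectin positive by PE staining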
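assay system = HUVEC, human umbilical vein endothelial cells | input = 3,000 HUVEC seeded per well | medium = EGM-2 growth medium on 0.1% gelatin-coated wells | dosing = one compound dose added by pin transfer | signal = immunofluorescence imaging | read-out basis = % PE-positive cells | control set = TNF-alpha, DMSO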
RAD52 anneal inh: RAD52 (human) annealing inhibition; recombinant RAD52 DNA annealing, FRET fluorescence; P43351; inhibition, % at 18.7 µM; actives 0.46% (n = 360,000);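 active means every replicate showing at least 50% inhibition; inconclusive means mean inhibition at least 50% but not in every replicate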
DENV2 CPE: protects cells from dengue virus 2 cytopathic effect; DENV2-infected cells, cytopathic effect rescue, plate reader; CPE inhibition, % at 9.99 µM; actives 1.7% (n = 350,000); in the data active means CPE inhibition above about 20%, passing the limit was not always enough; inconclusive means no clear call, values can overlap the other calls; tested in BHK-21 cells;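 further: 0% = median of neutral control wells and 100% = median of positive control wells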
F508del corr: CFTR F508del correction in bronchial cells | activity (quench increase), % at 7.58 µM | CFBE cells, YFP halide quenching; stimulated with forskolin plus potentiator P3; % fluorescence drop versus neutral controls | AID 720511 | actives 0.36% (n = 350,000);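 active means mean added fluorescence quench of at least 8% versus neutral control, with both replicates also reaching 8%; inconclusive means only one of the mean or replicate conditions met; inactive means mean below 8% and not both replicates reaching 8%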;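 further: cells transiently co-express mutant CFTR-F508del with the halide-sensitive YFP; corrector assay measuring rescue of mutant channel to the surface after 24 h compound exposure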
* marks the source's active call; other numbers are inactive results; ? = inconclusive; / = not tested or not shown; & = joins results of further samples.

Screens in order – DENV2 CPE	CASP6 VEID inh	RAD54 inh	F508del corr	XiGFP reactiv	E-sel inducer	INS-1E GSIS act	RAD52 anneal inh
> CC(C)(C)NC(=O)C1c2ccccc2OCC(=O)N1CC(F)(F)F (centres undefined)
 : ?	-2	/	1.1	-0.1	/	6	-11
> COCC(=O)Nc1ccc2c(c1)[C@H]1C[C@@H](CC(=O)N[C@H](C)c3ccccc3)O[C@@H](CO)[C@H]1O2
 : -4	1	-4	-1.9	0.3	0.4	-6	-22
> Cc1ccc2c(CC(=O)NCC(=O)Nc3c(C)cccc3C)coc2c1
 : -11	11	/	-6.9	-0.1	/	3	-9
> COc1c(C)cc(C(=O)C2CCCN(C(=O)C3=C(C)OCCO3)C2)cc1C (centres undefined)
 : -4	0	-3	1.6	-0.3	-0.2	-8	-9
> CCCNC(=O)CN1C(=O)c2ccccc2Sc2ncccc21
 : 1	0	8	/	0.3	1.2	-3	-9
> CCOc1ccc(Nc2nnc(SCc3nc4ccccc4c(=O)[nH]3)s2)cc1
 : 1	9	/	3.1	0.0	1.7	-5	-10
> CCOC(=O)C1=C(C)Nc2ccccc2N=C1NC(=O)C1CCN(C(=O)c2ccccc2C)CC1
 : 11	1	1	0.3	0.0	-0.2	15	-10
> COc1ccc(NC(=S)NCc2cccnc2)cc1
 : ?	-1	/	-0.6	0.3	/	-1	4
> O=C(O)C(=O)Nc1nc(-c2ccc3c(c2)OCCO3)cs1
 : -3	6	-8	-2.1	0.1	/	12	-11
> COC(=O)[C@]12C[C@H](CC(=O)NCCCN3CCCC3=O)C(=O)N(Cc3ccccc3)C1=C[C@H](C(C)C)O[C@@H]2C1CC1
 : 15	-2	/	2.8	-0.2	8.0	-16	-11
> NCC[C@H]1CC[C@H](NS(=O)(=O)c2ccccc2F)[C@@H](CO)O1
 : 2	-3	-8	-0.7	0.3	-0.5	-3	-6
> CCCc1nc2sc3c(=O)[nH]cnc3c2c2c1CCCC2
 : 7	1	/	0.0	1.8	5.7	2	0
> COCCCNC(=O)Cn1nnc(-c2ccccc2NC(=O)c2ccccc2F)n1
 : 4	-4	-5	1.0	/	/	14	-9
> COc1ccc(C#Cc2ccc([C@H]3[C@H](CO)N4CCCCN(S(=O)(=O)c5ccccc5)C[C@@H]34)cc2)cc1
 : -30	0	-27	-1.2	0.6	0.5	-21	-6
> Cc1cc[n+](-c2[nH]c(=O)sc2/C=N/N=C(\[O-])c2ccncc2)cc1
 : -6	15	-2	-1.2	0.0	/	3	-20
> CO[C@@H]1CN(C)C(=O)c2ccc(NC(=O)c3cnccn3)cc2OC[C@@H](C)NC[C@H]1C
 : -1	-2	-2	-2.3	0.0	0.0	5	-47
> CN1C(=O)c2cc(NC(=O)c3ccc(F)c(F)c3)ccc2OC[C@@H]2O[C@@H](CC(=O)N3CCCCC3)CC[C@@H]21
 : 8	3	0	-0.7	0.0	-0.2	-5	-2
> O=C(Nc1cccc2ccccc12)c1cccc([N+](=O)[O-])c1
 : 3	0	-5	0.8	0.2	0.9	19	3
> CC(C)NC(=O)N(C)C[C@@H]1Oc2ccc(NC(=O)Cc3cn(C)c4ccccc34)cc2C(=O)N([C@H](C)CO)C[C@@H]1C
 : -4	4	10	0.1	-0.1	-4.5	-9	20
> C#Cc1ccc(C(=O)Nc2ccc(N3CCC(C)CC3)c(C(N)=O)c2)cc1
 : -1	1	/	16*	0.2	/	8	-11
> CCOc1ccc(S(=O)(=O)N2CCOCC2)cc1NC(=O)CSCC(=O)Nc1ccc(C)cc1
 : ?	2	-4	0.2	-0.1	0.9	-11	-7
> C[C@H]1CN([C@@H](C)CO)C(=O)c2cccc(NC(=O)Nc3ccc4c(c3)OCO4)c2O[C@@H]1CN(C)Cc1ccc(C(=O)Nc2ccccc2N)cc1
 : /	0	/	-0.5	-0.3	0.7	10	-3
> O=C(Cn1cccc1C(=O)c1ccccc1)NCCC1=CCCCC1
 : 1	-6	/	3.7	0.1	/	20	-3
> C[C@H](CO)N1C[C@H](C)[C@@H](CN(C)Cc2ccc(Cl)c(Cl)c2)OCCCC[C@H](C)Oc2ccc(NC(=O)CCC(F)(F)F)cc2C1=O
 : -2&0	2&-1	-5&5	-1.6&3.9	0.2&0.0	0.2	-15&-13	-19&-16
> CN1c2ccc(-c3cccc(F)c3)cc2[C@H]2[C@H](CCN2C(=O)Cc2ccccc2)[C@@H]1CO
 : -17	-3	8	-0.5	0.4	0.5	15	-37
> OCCN1CCN(C(=S)Nc2cccc(C(F)(F)F)c2)CC1
 : -5&3	-2&1	-1	-2.2&0.3	0.0&-0.1	0.2&-0.1	-31&-7	-15&-11
> O=C(Cc1ccc(Cl)c(Cl)c1)Nc1ccc(SC(F)F)cc1
 : -4	8	5	-1.4	0.3	12	-12	-10
> COc1ccc(Cc2nc3ccc(C(=O)N(C)CCn4ccnc4)cc3o2)cc1OC
 : 0	-8	2	-3.5	0.1	/	0	-10
> CN(C)S(=O)(=O)c1cc(NC(=O)COC(=O)Cc2cccc3ccccc23)ccc1Cl
 : -8	1	/	-1.9	-0.1	/	-17	-25
> COCC#Cc1ccc2c(c1)O[C@@H](CN(C)C(=O)Nc1ccccc1F)[C@H](C)CN([C@@H](C)CO)S2(=O)=O
 : 90*	-3	6	2.7	0.0	-0.2	5	-3
> COc1ccc(-c2ccc3c(c2)[C@@H]2[C@@H](CCN2C(=O)CN2CCOCC2)[C@@H](CO)N3)cc1
 : -16	1	-4	0.1	0.0	-0.6	23	-25
> CCOc1ccc(OCCC(=O)Nc2ccc(N3CCOCC3)cc2N2CCOCC2)cc1
 : -4	0	-8	1.4	0.0	0.5	/	-5
> C[C@@H]1CN([C@@H](C)CO)C(=O)c2cc(NS(=O)(=O)c3ccc(F)cc3)ccc2O[C@@H](C)CCCCO[C@H]1CN(C)C(=O)Nc1cccc2ccccc12
 : -15	-4	2	0.9	0.0	-0.1	8	10
> CC1CCCC(NC(=O)C2c3ccccc3C(=O)N2Cc2cccs2)C1C (centres undefined)
 : -3	5	2	0.6	0.1	/	/	-26
> O=C(Nc1nncs1)C1CC(=O)N(CCc2ccc(F)cc2)C1 (centres undefined)
 : 10	4	-5	3.1	0.2	-0.1	2	-10
> O=S(=O)(Nc1ccccc1O)c1ccc(-c2ccccc2)cc1
 : -9	-1	/	0.8	0.0	/	-17	-6
> Cc1noc(C)c1NC(=O)Nc1ccc2c(c1)C(=O)N([C@H](C)CO)C[C@H](C)[C@H](CN(C)C(=O)Nc1ccc3c(c1)OCO3)O2
 : 6	-1	5	1.1	-0.2	-0.2	14	-1
> CC1(C)C(=O)Nc2ccccc2N1C(=O)COC(=O)CSc1ccc(Cl)cc1
 : -8	3	-4	-2.5	0.5	/	/	-15
> CC(Oc1cccc(Cl)c1)C(=O)Nc1cc(Cl)ccc1N1CCOCC1 (centres undefined)
 : -18	0	-1	2.1	0.1	-0.2	-18	-6
> CCC1(c2ccc(F)cc2)NC(=O)N(CC(=O)Nc2ccccc2C)C1=O (centres undefined)
 : 4	-1	-5	0.9	0.0	/	-7	-3

10 consecutive records from above, for reference:
Screens in order – DENV2 CPE	CASP6 VEID inh	RAD54 inh	F508del corr	XiGFP reactiv	E-sel inducer	INS-1E GSIS act	RAD52 anneal inh
> COc1ccc(-c2ccc3c(c2)[C@@H]2[C@@H](CCN2C(=O)CN2CCOCC2)[C@@H](CO)N3)cc1
 : -16	1	-4	0.1	0.0	-0.6	23	-25
> CCOc1ccc(OCCC(=O)Nc2ccc(N3CCOCC3)cc2N2CCOCC2)cc1
 : -4	0	-8	1.4	0.0	0.5	/	-5
> C[C@@H]1CN([C@@H](C)CO)C(=O)c2cc(NS(=O)(=O)c3ccc(F)cc3)ccc2O[C@@H](C)CCCCO[C@H]1CN(C)C(=O)Nc1cccc2ccccc12
 : -15	-4	2	0.9	0.0	-0.1	8	10
> CC1CCCC(NC(=O)C2c3ccccc3C(=O)N2Cc2cccs2)C1C (centres undefined)
 : -3	5	2	0.6	0.1	/	/	-26
> O=C(Nc1nncs1)C1CC(=O)N(CCc2ccc(F)cc2)C1 (centres undefined)
 : 10	4	-5	3.1	0.2	-0.1	2	-10
> O=S(=O)(Nc1ccccc1O)c1ccc(-c2ccccc2)cc1
 : -9	-1	/	0.8	0.0	/	-17	-6
> Cc1noc(C)c1NC(=O)Nc1ccc2c(c1)C(=O)N([C@H](C)CO)C[C@H](C)[C@H](CN(C)C(=O)Nc1ccc3c(c1)OCO3)O2
 : 6	-1	5	1.1	-0.2	-0.2	14	-1
> CC1(C)C(=O)Nc2ccccc2N1C(=O)COC(=O)CSc1ccc(Cl)cc1
 : -8	3	-4	-2.5	0.5	/	/	-15
> CC(Oc1cccc(Cl)c1)C(=O)Nc1cc(Cl)ccc1N1CCOCC1 (centres undefined)
 : -18	0	-1	2.1	0.1	-0.2	-18	-6
> CCC1(c2ccc(F)cc2)NC(=O)N(CC(=O)Nc2ccccc2C)C1=O (centres undefined)
 : 4	-1	-5	0.9	0.0	/	-7	-3

(list continues)
Screens in order – DENV2 CPE	CASP6 VEID inh	RAD54 inh	F508del corr	XiGFP reactiv	E-sel inducer	INS-1E GSIS act	RAD52 anneal inh
> COc1ccc(-c2ccc3nnc(SCC(=O)Nc4ccc(NC(C)=O)cc4)n3n2)cc1
 : 14	4	/	-2.9	-0.1	-1.2	8	-10
> Clc1ccc2c(c1)nc1n2CCCC1
 : 2	2	/	3.6	0.2	-0.1	8	-1
> Cc1ccc(OCCCC(=O)Nc2ccc(S(=O)(=O)Nc3cc(C)nc(C)n3)cc2)cc1
 : -1	-4	-31	-2.7	0.1	0.1	-14	-247
> CCCNC(=O)[C@H]1[C@H](CO)[C@H]2Cn3c(ccc(-c4ccccc4F)c3=O)[C@H]2N1C
 : 4	1	/	-1.1	0.0	-0.2	5	0
> O=C(NNC(=O)C12CC3CC(CC(C3)C1)C2)c1csc(N2CCOCC2)n1
 : -2	2	4	2.9	0.0	-0.1	-36	11
> CCN(CC(=O)Nc1ccc(OC)cc1)C(=O)Cc1ccsc1
 : -6	1	2	0.0	0.0	2.1	12	-6
> C[C@@H]1CN([C@@H](C)CO)C(=O)c2cccc(NC(=O)c3ccncc3)c2O[C@@H]1CN(C)Cc1ccc(C(=O)O)cc1
 : ?	4	8	-6.6	0.0	/	7	1
> CCCNC(=O)CCn1cc(-c2ccc(OC)cc2)nc1-c1ccncc1
 : 3	1	-11	-3.6	0.0	/	-2	38
> COc1ccc(NC(=O)N(C)C[C@H]2Oc3ncc(C4=CCCC4)cc3C(=O)N([C@@H](C)CO)C[C@@H]2C)cc1
 : 13	-2	-6	0.6	-0.8	0.2	-18	1
> CCOc1ccc(-c2nnc(SCC(=O)O)n2Cc2ccccc2)cc1
 : -1	-1	-2	-0.9	0.0	/	3	-13
> O=C(O)CSCC(=O)N1CCc2c([nH]c3ccccc23)C1C(F)(F)F (centres undefined)
 : 1	0	-4	0.6	0.0	0.0	/	-7
> O=S(=O)(c1ccc(F)cc1)N1CCN(S(=O)(=O)c2cccs2)CC1
 : 0	1	-2	-0.3	0.6	/	6	-4
